PP1 inh = PP1-alpha phosphatase inhibitors, primary screen, counter-screen for PP5 inhibitor project, biochemical, fluorescence, OMFP substrate, single point; Serine/threonine-protein phosphatase PP1-alpha catalytic subunit (Homo sapiens), P62136; purified PP1alpha; inhibition, % at 6.7 µM; AID 2235, 2010; hit rate 0.9% among 320,000;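 active means inhibition above the mean inhibition of all tested compounds plus 3 SD, computed separately for each screening campaign, cut at about 15% in these data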
Target sequence (P62136 whole entry, looked up): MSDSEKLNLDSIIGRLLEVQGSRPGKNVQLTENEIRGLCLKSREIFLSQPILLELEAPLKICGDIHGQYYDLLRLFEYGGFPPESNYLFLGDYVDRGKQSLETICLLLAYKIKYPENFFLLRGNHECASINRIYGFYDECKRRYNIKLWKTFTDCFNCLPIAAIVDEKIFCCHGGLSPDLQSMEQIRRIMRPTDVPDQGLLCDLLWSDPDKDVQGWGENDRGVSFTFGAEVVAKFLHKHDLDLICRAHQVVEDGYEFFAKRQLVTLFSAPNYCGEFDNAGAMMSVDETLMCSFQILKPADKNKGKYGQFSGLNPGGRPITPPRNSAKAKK
Efflux pump inh = inhibitors of Candida efflux pumps in yeast, primary screen, S. cerevisiae, Nile Red, multiplex | S. cerevisiae Candida pump triplex | inhibition, % at 10 µM | hit rate 0.44% among 330,000 | AID 485275, 2010;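 active means plate passing quality check with inhibition over a set limit, or well fluorescence over plate mean plus 4 SD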;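 further: Nile Red retained in pooled yeast measured as flow cytometry median fluorescence; 0% = buffer negative control and 100% = Enniatin B positive control; higher means more Nile Red kept so more efflux inhibition; some compounds called inactive have numbers as strong as hits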
PP5 primary = PP5 phosphatase inhibitors, primary screen, biochemical, fluorescence; Serine/threonine-protein phosphatase 5 (Homo sapiens), P53041; purified PP5c, OMFP substrate fluorescence; inhibition, % at 6.7 µM; hit rate 0.18% among 320,000; AID 1987, 2009;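 active means inhibition above the campaign's mean inhibition across all tested compounds plus 3 SD, cut at about 9.5% in these data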;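 further: 0% = DMSO only and 100% = 100 µM cantharidin control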
Target sequence (P53041 whole entry, looked up): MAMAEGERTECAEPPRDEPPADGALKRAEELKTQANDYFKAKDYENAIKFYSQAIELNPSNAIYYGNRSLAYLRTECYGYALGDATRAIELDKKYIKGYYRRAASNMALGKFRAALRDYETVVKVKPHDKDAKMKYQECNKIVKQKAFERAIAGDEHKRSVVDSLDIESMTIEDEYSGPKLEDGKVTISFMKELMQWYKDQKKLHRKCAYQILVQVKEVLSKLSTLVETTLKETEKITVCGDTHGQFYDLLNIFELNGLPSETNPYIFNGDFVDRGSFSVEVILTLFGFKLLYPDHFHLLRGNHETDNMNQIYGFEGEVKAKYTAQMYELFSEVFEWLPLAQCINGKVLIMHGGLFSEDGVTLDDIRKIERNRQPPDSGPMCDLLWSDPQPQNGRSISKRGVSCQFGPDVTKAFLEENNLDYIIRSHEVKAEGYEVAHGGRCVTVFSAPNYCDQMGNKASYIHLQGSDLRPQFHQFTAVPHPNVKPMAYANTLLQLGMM
HCV core dimer = inhibitors of HCV core protein dimerization, primary screen, biochemical, TR-FRET, high-throughput | hit rate 0.33% among 300,000 | TR-FRET GST/Flag-core106 dimerization, 1536-well | inhibition, % at 5 µM;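 active means inhibition above the mean of all tested compounds plus 3 SD, set per screening campaign, cut at about 45% in these data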
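Material: Tagged HCV core106 pair (GST and Flag) | Amount: GST-core106 13.5 nM, Flag-core106 17 nM | Medium: KF-containing HEPES buffer, pH 7.45, DTT, CHAPS, BSA | Reagent: Eu donor and XL665 acceptor anti-tag antibodies | Schedule: 4 h at 22.5 °C | Technique: Time-resolved FRET, ex 340 nm, em 617 and 671 nm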
proCasp3 act = activators of human procaspase-3 D3A mutant, primary screen, biochemical, absorbance, PC-3 D3A mutant, single concentration | Caspase-3 (Homo sapiens), P42574 | recombinant procaspase-3 D3A, Ac-DEVD-pNA absorbance 405 nm | activation, % at 8.5 µM | hit rate 0.11% among 330,000 | AID 463141, 2010;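 active means activation above the mean of all tested compounds plus 3 SD, cut at about 21% in these data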;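 further: 0% = DMSO alone and 100% = DMSO wells spiked with extra 5 µM PC-3 D3A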
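Test system: Procaspase-3 D3A mutant; medium: Zinc-free HEPES/NaCl buffer with 0.01% Triton X-100 at pH 7.4; reagent: DEVD-pNA substrate; doses: one concentration, 8.5 µM nominal, 0.8% DMSO; times: 1 h preincubation plus 2 h reaction at 25 °C; signal: Epi-absorbance at 405 nm of released p-nitroaniline, 0 and 120 min; replicates: singlicate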
CTSL1 counter = Fasciola hepatica cathepsin L1 inhibitors, primary screen, counter-screen for PFM18AAP inhibitor project, biochemical, QFRET, fluorogenic peptide substrate; recombinant F. hepatica cathepsin L1, Z-Leu-Arg-MCA fluorescence; inhibition, % at 5.96 µM; hit rate 0.49% among 300,000; AID 1906, 2009;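 active means inhibition above the mean of all tested compounds plus 3 SD, set per screening campaign, cut at about 17% in these data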;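 further: 0% = plate median of test compound wells and 100% = 1 µM Z-Phe-Ala-diazomethylketone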
procasp7 counter = procaspase-7 activators, primary screen, counter-screen for procaspase-3 activator project, biochemical, absorbance, HTS, human; Caspase-7 (Homo sapiens), P55210; recombinant procaspase-7, Ac-DEVD-pNA absorbance 405 nm; D23A/D198A/D206A triple mutant, cannot self-cleave; scale: DMSO 0, 5 µM enzyme 100; activation, % at 8.5 µM; hit rate 0.093% among 330,000; AID 463210, 2010;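 active means percent activation above the screen-wide mean plus 3 SD, cut at about 25% in these data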
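Detection: p-Nitroaniline absorbance at 405 nm, read at 0 and 120 min; system: Uncleavable procaspase-7 mutant enzyme; evaluation: % activation from two-timepoint absorbance difference, scaled to controls; times: 1 h enzyme–compound preincubation and 2 h substrate reaction, both 25 °C; buffer or medium: Zinc-free HEPES pH 7.4 with 300 mM NaCl, 0.01% Triton X-100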
GASC-1 inh = inhibitors of GASC-1 histone demethylase, primary screen, biochemical, fluorescence, DELFIA europium; GST-JMJD2C(1-420) H3K9me3 demethylation; inhibition, % at 2.35 µM; hit rate 0.069% among 330,000;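 active means more than half of a compound's replicate wells show inhibition beyond 50%, single wells judged on their own value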;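 further: signal counts dimethyl H3K9 product captured on neutravidin plate; 0% = median of DMSO wells and 100% = 0.3 times that DMSO median; strong numbers were not always called active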
TPT1 inh = Candida albicans TPT1 enzyme inhibitors, primary screen, biochemical, fluorescence polarization; recombinant caTPT1, FP RNA substrate dephosphorylation; inhibition, % at 5 µM; hit rate 0.81% among 300,000; tRNA 2'-phosphotransferase TPT1 (Candida albicans SC5314);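 active means inhibition above the mean of all tested compounds plus 3 SD, set per screening campaign, cut at about 24% in these data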;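 further: plate controls were DMSO alone for no effect and ferristatin control at 100 nM for full effect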
Starred values were filed as active, the others as inactive; x = not tested or not shown; & = joins results of further samples. Random draw from the library (roughly 2.9% active in at least one column).

SMILES	PP1 inh	Efflux pump inh	PP5 primary	HCV core dimer	proCasp3 act	CTSL1 counter	procasp7 counter	GASC-1 inh	TPT1 inh
Cn1c(=O)c2c(ncn2CC(=O)N/N=C/C=C\c2ccccc2[N+](=O)[O-])n(C)c1=O	-5	0.1	3.8	2	5	-3	-5	3	1
Cc1ccc(S(=O)(=O)N2CCOCC2)cc1C(=O)Nc1ccccc1F	-4	0.2	1.6	-1	-4	-1	1	-1	1
CCOc1ccc(-n2c(=O)c3c4c(sc3n(CC(=O)NCCCOC)c2=O)CCCCC4)cc1	-4	0.1	0.8	0	4	2	9	-4	-2
CCc1ccc(-c2nc(CS(=O)CC(=O)NCCc3ccccc3)c(C)o2)cc1 (stereo unspecified)	-1	0.0	0.3	13	-1	-15	5	-35	0
Cn1nccc1NC(=O)Nc1ccc(OC(F)(F)F)cc1	0	0.1	2.0	-1	8	19*	-2	-32	-1
COc1ccc(S(=O)(=O)Nc2ccccc2)cc1OC	0	-0.1	1.1	-6	1	1	1	-15	-5
CCOC(=O)c1cc(-c2ccc(OC)cc2OC)nn1-c1ccc(C(=O)O)cc1	-1	-0.1	-2.4	2	9	-2	-1	-23	-4
Cc1ccccc1NC(=O)CC(O)(C(F)(F)F)C(F)(F)F	-1	0.1	-3.4	4	-3	-2	-4	-15	2
Cc1ccc(NC(=O)Nc2cccc([N+](=O)[O-])c2)nc1	-2	0.2	1.9	-1	7	0	5	-2	2
Cc1ccc(S(=O)(=O)Nc2nc(-c3ccc(F)cc3)cs2)cc1	-2	0.3	1.9	6	-8	-3	-4	13	0
O=C(NCCOc1ccccc1)c1ccccc1NC(=O)C1CCCO1 (stereo unspecified)	-3	0.0	1.0	4	3	-1	3	-5	-1
CSc1ccccc1NC(=O)CN(C)CC(=O)Nc1cccc(Br)c1	0	0.0	2.4	1	2	0	1	1	1
Fc1ccccc1/C=N/Nc1nc2ccccc2o1	0	0.0	0.3	-4	4	-4	3	5	2
Cc1onc(-c2ccccc2)c1C(=O)NCC1CCCO1 (stereo unspecified)	-6	-0.1	-0.1	0	4	-2	3	5	2
C=CCN1C(=O)c2ccc(C(=O)N(CC)CC(=O)Nc3ccc(OC)cc3)cc2C1=O	-2	0.1	-0.5	6	5	1	0	-4	-2
Cc1ccccc1NC(=O)c1c(C)nc(SCC(=O)OCc2ccccc2)c(C#N)c1-c1ccc(F)cc1	13	-0.2	1.4	-80	8	0	3	17	0
CCOC(=O)[C@H]1[C@H]2COc3ccc(Cl)cc3[C@@H]2N2C(=O)c3ccc(C)cc3NC(=O)[C@@]12C	4	x	2.5	19	6	-6	-8	-4	2
CN(C)S(=O)(=O)c1cccc(C(=O)OCC(=O)N2CCCC2=O)c1	-3	-0.1	-0.6	-2	-8	4	-1	9	-2
N=c1c2c(-c3ccccc3)c(-c3ccccc3)n(Cc3ccco3)c2ncn1CCCO	2	0.1	0.6	-2	-4	6	4	-7	0
COc1ccc2c(c1)c1nc3ccccc3nc1n2CCn1c(=O)oc2ccccc21	2	-1.1	3.3	-1	7	3	2	3	-1
O=C(NC1CCN(S(=O)(=O)c2ccc(F)cc2)CC1)c1ccc(F)cc1	-6	-0.1	3.3	-2	-4	-2	10	40	2
Cc1ccc(S(=O)(=O)Nc2ccc(Oc3cccnc3)nc2)cc1	-4	0.0	3.4	1	9	3	2	-33	2
CC(NC(=O)CC12CC3CC(CC(C3)C1)C2)C(=O)O (stereo unspecified)	-4	0.0	-0.5	-4	0	-4	7	1	-3
O=C(NCC(c1ccco1)N1CCN(c2ccc(F)cc2)CC1)C(=O)NC1CCCC1 (stereo unspecified)	-3	0.0	-0.6	3	5	0	9	3	2
COc1cc(NC(=O)c2cc3c(C)nc4ccccc4c3o2)cc(OC)c1OC	-1	0.5	3.3	8	3	3	1	26	-5

Just PP5 primary (three entries from above):
Structure,PP5 primary
Cn1c(=O)c2c(ncn2CC(=O)N/N=C/C=C\c2ccccc2[N+](=O)[O-])n(C)c1=O,3.8
Cc1ccc(S(=O)(=O)N2CCOCC2)cc1C(=O)Nc1ccccc1F,1.6
CCOc1ccc(-n2c(=O)c3c4c(sc3n(CC(=O)NCCCOC)c2=O)CCCCC4)cc1,0.8

Some of the entries above, reformatted.
Compound | PP1 inh | Efflux pump inh | PP5 primary | HCV core dimer | proCasp3 act | CTSL1 counter | procasp7 counter | GASC-1 inh | TPT1 inh
O=C(NCCOc1ccccc1)c1ccccc1NC(=O)C1CCCO1 (stereo unspecified) | -3 | 0.0 | 1.0 | 4 | 3 | -1 | 3 | -5 | -1
Fc1ccccc1/C=N/Nc1nc2ccccc2o1 | 0 | 0.0 | 0.3 | -4 | 4 | -4 | 3 | 5 | 2

New compounds follow.
SMILES	PP1 inh	Efflux pump inh	PP5 primary	HCV core dimer	proCasp3 act	CTSL1 counter	procasp7 counter	GASC-1 inh	TPT1 inh
NS(=O)(=O)c1ccc(N/C=C\C(=O)c2ccncc2)cc1	-3	0.0	3.8	-4	8	-1	6	3	1
Cc1cccc(CSCC(=O)NCc2ccc(S(N)(=O)=O)cc2)c1	0	0.3	0.2	-3	9	0	-15	-15	-5
COC(=O)[C@@H](NC(=O)O[C@@H]1C(=O)c2ccc(OC)cc2O[C@H]1c1cccc(C(F)(F)F)c1)C(C)C	5	0.0	2.3	15	1	0	-27	8	-1
COc1ccc(/C(O)=C2\C(=O)C(=O)N(Cc3ccco3)C2c2ccc(OC)cc2OC)cc1 (stereo unspecified)	11	0.1	0.1	9	-11	2	-22	-7	1
NC(=O)C1CCCN(S(=O)(=O)c2ccc3ccccc3c2)C1 (stereo unspecified)	-4	0.0	1.4	-7	-2	2	-3	-2	5
O=C(NC1CCCC1)C1CCCN(S(=O)(=O)c2ccc(-n3cnnn3)cc2)C1 (stereo unspecified)	1	-0.1	1.4	0	-1	2	7	-5	0
O=C(c1ccc([N+](=O)[O-])cc1)N1CCc2ccccc2C1	0	0.3	1.9	-8	10	-5	-3	-13	-3
COc1cc(-c2nc3cnccn3c2Nc2ccc(C)cc2)ccc1O	-1	0.0	0.9	-14	2	8	-4	11	3
Cc1cc(C)c2c(c1)c(C)cc1nnc(SCC(=O)NCc3ccco3)n12	-2	0.1	1.0	-1	3	4	-8	2	1
O=S(=O)(NCCN1CCOCC1)c1cc(Cl)ccc1Cl	-1	0.0	1.3	-2	-3	-4	9	9	-3
COc1ccccc1CNC(=O)c1cn(C)c2ccc(S(=O)(=O)N3CCCCC3)cc2c1=O	-3	0.1	-4.0	-1	6	-4	1	-12	-3
Cc1ccn(CCC(=O)Nc2ccc3c(c2)OCO3)n1	-2	-0.1	-0.7	11	-3	3	-3	-3	1
COc1ccc(-c2nn3c(-c4ccccc4)nnc3s2)cc1	2	0.0	4.3	7	3	1	8	5	-3
O=C(CN1CCN(S(=O)(=O)c2ccc(F)cc2)CC1)Nc1ccc(F)cc1F	0	-0.2	-1.5	5	-9	-2	1	-8	-3
Cc1c(Cl)cccc1NS(=O)(=O)c1c(C(=O)N2CCOCC2)c(C)n(C)c1C	-5	0.3	2.4	-10	-2	0	5	0	1
CC(=O)Nc1ccc(S(=O)(=O)NC2CC3CCC2C3)cc1 (stereo unspecified)	0	-0.1	1.7	6	12	0	10	10	1
COc1ccc(NC(=O)Cc2coc3cc(C)c(C(C)C)cc23)cc1S(=O)(=O)N1CCOCC1	5	0.3	1.5	17	1	0	0	1	2
CCOC(=O)c1ccc(NS(=O)(=O)c2ccc(Cl)nc2)cc1	-54	0.0	-2.6	5	-4	3	-3	-5	1
O=C(NCC1CCCO1)c1ccccn1 (stereo unspecified)	-2	-0.1	-0.9	3	8	-5	5	2	2
O=C(Nc1cc(N2CCCCC2)ncn1)c1ccccc1	2	0.0	3.6	-7	2	-1	-2	-1	-4
COCCOC1CCN(C(=O)C2CCC(=O)N(CCc3cccc(F)c3)C2)CC1 (stereo unspecified)	0	0.2	-0.2	2	-1	-4	11	-6	-1
C=CCc1cccc(/C=N/NC(=O)CCC(=O)Nc2ccc(C)cc2)c1O	4	0.1	1.8	0	-5	0	6	6	2
Cc1ccc(Oc2c(F)c(F)nc(N3CCCC3)c2F)cc1	-6	-0.4	5.3	-14	4	0	-3	5	-4
CCOC(=O)c1c(C)[nH]c(C)c1C(=O)COc1ccc(NC(=O)c2ccco2)cc1	0	-0.1	0.2	5	10	-2	11	-21&-1	0
Cc1nc(NC(=O)c2ccco2)sc1C(=O)Nc1ccc(Br)cc1	3	-0.1	1.9	5	-2	2	0	-23	0
O=C(NCc1ccco1)C1(c2ccc(Cl)cc2)CCCC1	-4	0.0	-0.4	1	5	0	10	8	-2
COCCN(C(=O)COC(=O)c1c(-c2ccccc2)noc1C)c1c(N)n(Cc2ccccc2)c(=O)[nH]c1=O	-5	0.0	0.2	-2	3	-2	-4	-12	-2
COc1cccc(OC)c1C(=O)Nc1ccccc1C(=O)N1CCOCC1	-3	0.0	1.8	-1	5	-2	-4	-11	1

Another view of two compounds above.
| SMILES | PP1 inh | Efflux pump inh | PP5 primary | HCV core dimer | proCasp3 act | CTSL1 counter | procasp7 counter | GASC-1 inh | TPT1 inh |
| --- | --- | --- | --- | --- | --- | --- | --- | --- | --- |
| NC(=O)C1CCCN(S(=O)(=O)c2ccc3ccccc3c2)C1 (stereo unspecified) | -4 | 0.0 | 1.4 | -7 | -2 | 2 | -3 | -2 | 5 |
| COc1ccc(/C(O)=C2\C(=O)C(=O)N(Cc3ccco3)C2c2ccc(OC)cc2OC)cc1 (stereo unspecified) | 11 | 0.1 | 0.1 | 9 | -11 | 2 | -22 | -7 | 1 |

Source: PubChem BioAssay
